Source: PubChem
RmlCD inh 1536: blocks M. tuberculosis RmlC and RmlD coupled enzymes; P9WH09+P9WH11; RmlC+RmlD coupled enzyme assay, percent inhibition; primary screen in compound mixtures; inhibition, % at 3.6 µM; 160,000 compounds, 0.03% hits; in the data active means inhibition mostly above about 34%, no sharp cut-off; inconclusive means no clear call, values can overlap the other calls; inactive means mostly below about 22%; further: some results filed as inactive read as strong as hits
Target sequence (P9WH09 whole entry, looked up): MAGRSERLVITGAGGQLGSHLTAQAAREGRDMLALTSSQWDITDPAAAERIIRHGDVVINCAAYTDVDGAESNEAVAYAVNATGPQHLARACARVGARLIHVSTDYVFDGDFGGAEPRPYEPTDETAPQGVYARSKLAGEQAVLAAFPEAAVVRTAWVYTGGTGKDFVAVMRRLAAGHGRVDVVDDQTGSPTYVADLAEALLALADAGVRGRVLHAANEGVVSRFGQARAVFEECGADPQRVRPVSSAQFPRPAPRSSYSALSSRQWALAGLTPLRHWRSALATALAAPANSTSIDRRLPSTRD
Target sequence (P9WH11 whole entry, looked up): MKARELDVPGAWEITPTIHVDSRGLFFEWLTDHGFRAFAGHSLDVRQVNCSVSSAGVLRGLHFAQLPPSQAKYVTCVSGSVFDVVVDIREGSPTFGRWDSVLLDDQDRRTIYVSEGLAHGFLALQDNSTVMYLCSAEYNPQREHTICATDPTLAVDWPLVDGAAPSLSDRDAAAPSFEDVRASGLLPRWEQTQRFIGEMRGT
M. tuberculosis GlmU: inhibition of mycobacterial GlmU enzyme – biochemical, glucosamine-1-phosphate acetyltransferase (AID 1376). M. tuberculosis GlmU acetyltransferase enzyme assay; higher % means a stronger effect. inhibition, %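 (tested at 30 µM in the primary screen)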; hits with a dose series show IC50 in µM. 220,000 compounds, 0.25% hits; in the data active means inhibition above about 13%; inconclusive means no clear call, values can overlap the other calls;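 further: 0% = complete reaction with vehicle and 100% = reaction without substrate; strong numbers were not always called active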
Starred values were filed as active, the others as inactive; ? = inconclusive; . = not tested or not shown. This is a subset (hit frequency here may not be typical).

no.	SMILES	RmlCD inh 1536	M. tuberculosis GlmU
1	COc1cc(C)nc(N2CCCC(C(=O)Nc3ccccc3Br)C2)n1 (stereo not given)	11	-0.1%
2	O=C(CCS(=O)(=O)c1ccccc1)Nc1nccs1	3	0.6%
3	NCCCC[C@@H]1NC(=O)c2cc([N+](=O)[O-])cc(F)c2NCCCC[C@@H](C(N)=O)NC(=O)CNC1=O	.	-6.3%
4	CCCc1nc2ccccc2c(C(=O)OCc2nnc(-c3cc(OC)c(OC)c(OC)c3)o2)c1CC	10	.
5	O=[N+]([O-])c1ccc2[nH]nc(-c3ccccc3)c2c1	0	4.8%
6	CC(=O)Nc1ccc(NC(=O)CN2CCCC(C)C2)c(Cl)c1 (stereo not given)	.	3.3%
7	Cc1ccc(S(=O)(=O)Nc2ccc(NC(=O)Nc3cccc(C(F)(F)F)c3)cc2)cc1	-8	-4.2%
8	COCCCNC(=O)Cn1nnc(-c2ccc(NC(=O)c3ccccc3OC)cc2)n1	16	6.4%
9	Fc1ccccc1NC(=S)N(CCN1CCCCCC1)Cc1cccs1	2	-4.7%
10	c1cncc(CSc2nnc3ccc(-c4ccncc4)nn23)c1	8	-2.4%
11	C#CCn1c(=O)cc(C)c2ccccc21	3	1.1%
12	CC1(C)Cn2c(nnc2-c2cccc(O)c2)S1	8	0.1%
13	Cc1ccc(NC(=O)N2CCCC2)cc1Cl	-1	-0.7%
14	COc1ccc(-c2ccc(OC)cc2C(=O)O)cc1	-3	15%*
15	Cn1ncc(N=Cc2ccccc2O)c1C(=O)N1CCOCC1	-6	.
16	C=CCn1cnc2c(c1=O)c1nc3ccccc3nc1n2-c1ccccc1	.	-0.7%
17	CCNc1nc(N2CCOCC2)nc(N(c2ccccc2)c2ccccc2)n1	.	-2.0%
18	CCS(=O)(=O)N1Cc2ccccc2CC1C(=O)Nc1cccc(C)c1 (stereo not given)	8	0.6%
19	CC(C)(C)NC(=O)NC(=O)COC(=O)C1=COCCO1	-57	-6.8%
20	CC(=O)Nc1c(C(=O)N2CCCCCC2)cnn1-c1ccccc1Cl	.	3.9%

Ordered by number of heavy atoms (largest number first): 4 of the compounds above
no.	SMILES	RmlCD inh 1536	M. tuberculosis GlmU
18	CCS(=O)(=O)N1Cc2ccccc2CC1C(=O)Nc1cccc(C)c1 (stereo not given)	8	0.6%
15	Cn1ncc(N=Cc2ccccc2O)c1C(=O)N1CCOCC1	-6	.
12	CC1(C)Cn2c(nnc2-c2cccc(O)c2)S1	8	0.1%
13	Cc1ccc(NC(=O)N2CCCC2)cc1Cl	-1	-0.7%

Further structures:
no.	SMILES	RmlCD inh 1536	M. tuberculosis GlmU
21	CS(=O)(=O)Nc1ccccc1C(=O)Nc1ccccc1Cl	.	-2.3%
22	O=c1c2ccccc2nc(-c2ccc([N+](=O)[O-])cc2)n1-c1ccccc1	5	-0.7%
23	Cc1ccc(Cn2ccc(NC(=O)c3cc(-c4cccc(Cl)c4)on3)n2)cc1	-7	2.9%
24	CCCCCCOc1ccc(N2C(=O)CC(N3CCC(C(=O)OCC)CC3)C2=O)cc1 (stereo not given)	47	-0.5%
25	O=c1c2cnn(-c3ccccc3)c2ncn1Cc1ccccc1	.	2.3%
26	N#Cc1nc(COc2ccc(F)cc2)oc1N1CCN(Cc2ccccc2)CC1	-2	.
27	CCOC(=O)CNC(=O)CSc1nnc(Cn2c(=O)sc3ccccc32)n1C	1	-5.2%
28	CCCCC(Sc1nc(N)c(NC(=O)c2ccc(OCC)cc2)c(=O)[nH]1)C(=O)O (stereo not given)	-5	-4.7%
29	O=C(O)C1C2C=CC(C2)C1C(=O)NCCc1ccncc1 (stereo not given)	.	8.4%
30	O=C(O)CCN1C(=O)C(=C2CCCCCC2)SC1=S	2	1.2%
31	COc1ccc(-c2nc3ccccc3c(=O)n2CCCN2CCOCC2)cc1	11	-3.2%
32	O=C(COc1ccc(F)cc1)N1CCC(c2ccccc2)C1 (stereo not given)	.	-0.7%
33	O=C(CSc1ncn[nH]1)c1ccc2c(c1)OCCO2	-11	2.3%
34	COc1cc2nc(COc3ccccc3[N+](=O)[O-])oc(=O)c2cc1OC	.	3.3%
35	CCCNC(=O)Cn1c(=O)/c(=C\c2ccc(-c3ccc([N+](=O)[O-])cc3)o2)s/c1=C\C(=O)C(C)(C)C	6	1.9%
36	N#Cc1ccccc1Sc1ccccc1C(=O)Nc1ccc2ccccc2c1	10	-1.4%
37	CN1C(=O)C(CC(=O)Nc2ccc(F)cc2)N(Cc2cccs2)C1=S (stereo not given)	15	9.9%
38	Cc1ccc(OCCCCNC(C)(C)C)c([N+](=O)[O-])c1	-9	-0.8%
39	CC(C)(C)Nc1nc(Oc2ccc(=O)[nH]n2)nc(N2CCOCC2)n1	4	0.9%
40	COc1ccccc1C(c1nnnn1Cc1ccccc1)N1CCN(c2nc3ccccc3s2)CC1 (stereo not given)	.	-0.9%

Whole records as entered above:
COc1ccccc1C(c1nnnn1Cc1ccccc1)N1CCN(c2nc3ccccc3s2)CC1 (stereo not given) is listed as RmlCD inh 1536: .; M. tuberculosis GlmU: -0.9%
COc1cc2nc(COc3ccccc3[N+](=O)[O-])oc(=O)c2cc1OC is listed as RmlCD inh 1536: .; M. tuberculosis GlmU: 3.3%

4 compounds picked at random from those above:
no.	SMILES	RmlCD inh 1536	M. tuberculosis GlmU
5	O=[N+]([O-])c1ccc2[nH]nc(-c3ccccc3)c2c1	0	4.8%
37	CN1C(=O)C(CC(=O)Nc2ccc(F)cc2)N(Cc2cccs2)C1=S (stereo not given)	15	9.9%
25	O=c1c2cnn(-c3ccccc3)c2ncn1Cc1ccccc1	.	2.3%
31	COc1ccc(-c2nc3ccccc3c(=O)n2CCCN2CCOCC2)cc1	11	-3.2%

The listing continues.
no.	SMILES	RmlCD inh 1536	M. tuberculosis GlmU
41	CCCC(C)C(=O)Nc1ccc(Cl)cn1 (stereo not given)	.	-7.7%
42	COCCCNC(=S)N/N=C/c1ccc(O)cc1O	16	-2.8%
43	Cc1nc(NC(=O)c2ccccc2[N+](=O)[O-])sc1C(=O)N(C)C	-12	-1.7%
44	CC(C)C(c1nnnn1Cc1ccc2c(c1)OCO2)N1CCN(C)CC1 (stereo not given)	.	-1.9%
45	CCN(CC)CC#CCC(O)(c1ccccc1)C1CCCCC1 (stereo not given)	.	6.0%
46	Cc1nc(C(=O)NCC(=O)c2ccc(Cl)cc2)c(C(F)(F)F)o1	9	-4.2%
47	COc1ccc(S(=O)(=O)Nc2cccc(C(C)=O)c2)cc1Br	1	4.9%
48	CC1CN(C(=O)COC(=O)c2ccc(N)c([N+](=O)[O-])c2)CC(C)O1 (stereo not given)	9	-3.1%
49	CCCOC(=O)C1=C(C)NC2=C(C(=O)CC(C)(C)C2)C1c1cccnc1 (stereo not given)	.	1.5%
50	CCOP(=O)(OCC)C(C#N)=C1SCN(c2ccccc2)CS1	.	-1.1%
51	O=C(C1=C[C@H](c2ccc3c(c2)OCO3)C[C@H](OCc2ccc(CO)cc2)O1)N1CCOCC1	.	-0.9%
52	Cc1oc(-c2ccc(F)cc2)nc1CN(Cc1ccccn1)CC1CCCO1 (stereo not given)	-7	5.2%
53	Cc1cc(C(C)(C)C)oc1C(=O)N(CC(=O)NC1CCCC1)c1c(C)cccc1C	1	2.6%
54	O=C(CCC(=O)c1ccccc1)Nc1cccnc1	.	0.5%
55	C/C(=N\NC(=O)Cn1c(C)nc2ccccc21)c1cccs1	-10	3.6%
56	COc1ccc(S(=O)(=O)Cc2ccc(C(=O)NCc3ccccn3)o2)cc1	.	0.6%
57	OCCc1ccc(-c2ccc(Cl)cc2)o1	16	4.8%
58	CC1CCN(C(=O)CSc2nc3c(cnn3-c3ccccc3)c(=O)[nH]2)CC1	56	6.3%
59	COc1ccc(Br)cc1CN(C)C(=O)c1ccc2c(c1)NC(=O)C(C)S2 (stereo not given)	-9	1.2%
60	O=S(=O)(c1cccc(C(F)(F)F)c1)N1CCN(c2ccccc2)CC1	.	-0.9%
61	Cc1c(/C(O)=C2/C(=O)C(=O)N(CCN(C)C)C2c2ccc(C(C)C)cc2)cnn1-c1ccccc1 (stereo not given)	4	0.2%
62	COc1cc(NC(=O)c2cc(C)on2)cc(C(=O)Nc2cccc(C(F)(F)F)c2)c1	.	-0.1%
63	O=[N+]([O-])c1cccc(C(=Nc2ccccc2)NO)c1	5	-0.7%
64	CCOC(=O)c1cnn(-c2cc(C)nc3c(-c4ccccc4)cnn23)c1N	.	1.2%
65	Cc1ccc(S(=O)(=O)N(C)C)cc1NC(=O)COC(=O)/C=C/c1cnc2ccccc2n1	3	0.9%
66	CCCNC(=S)Nc1ccc(Br)cc1	?	9.7%
67	COc1ccccc1C/C(N)=N/OC(=O)/C=C/c1ccccc1	.	-2.9%
68	c1ccc(CCNc2nc(-c3ccccn3)cs2)cc1	16	-5.2%
69	Cc1cc2oc(C(=O)Nc3c(C)n(C)n(-c4ccccc4)c3=O)c(C)c2cc1C	.	3.2%
70	Cc1cc(C)c(C#N)c(SCC(=O)c2cccs2)n1	.	3.2%
71	COc1ccc(C2C(C(=O)N3CCN(c4ccc(OC)cc4)CC3)c3ccccc3C(=O)N2C)cc1 (stereo not given)	.	-5.7%
72	NS(=O)(=O)c1ccc(N=C2C(=O)Nc3ccccc32)cc1	-11	2.9%
73	O=C(O)CCCC(=O)NCCCc1ccccc1	.	-6.9%
74	CCOc1cccc(OCCCOc2cccc3cccnc23)c1	1	0.0%
75	COc1ccc(S(=O)(=O)Nc2ccccc2OC)cc1C	.	0.4%
76	S=c1cnc2ccccc2[nH]1	3	3.1%
77	COc1cc(NS(=O)(=O)c2cc(C)ccc2OC)c(OC)cc1Cl	5	0.4%
78	Cc1ccccc1NC(=S)Nc1ccccn1	9	0.7%
79	CCN(CC)S(=O)(=O)c1ccc(Cl)c(C(=O)NC(C)C(c2cccs2)N2CCCC2)c1 (stereo not given)	5	0.0%
80	COc1ccc(-c2c(C)nn3c(-c4ccccc4)cc(C)nc23)cc1	-7	4.1%
81	COc1ccc(C(=O)NCc2nnc(SCC(=O)Nc3nnc(C)s3)o2)cc1OC	-8	2.4%
82	O=C(CN1CCC(O)(c2ccccc2)CC1)Nc1ccc2c(c1)OCCO2	12	5.7%
83	COc1ccc(OC)c(CN2CCCC(C(=O)c3sccc3C)C2)c1 (stereo not given)	.	-4.3%
84	CCOc1ccc2[nH]cc(C(=O)O)c(=O)c2c1	-8	3.3%
85	COc1cc(C(=O)Nc2sc(C(=O)N3CCOCC3)c(C)c2C#N)cc(OC)c1OC	9	.
86	O=C(Cc1ccccc1)N1CCN(C2CCCC2)CC1	11	3.1%
87	CCOc1cc(-c2c(C)c(C)nc(N)c2C#N)ccc1O	9	2.3%
88	CC#CCCCC(=O)Nc1cc(OC)nc(OC)n1	5	3.9%
89	Cc1cc(C)c2c(=O)n(CC(=O)NC3CCCC3)sc2n1	.	15%*
90	CC(C)N1C(=O)CCC1C(=O)N1CCC2(CC1)OCCO2 (stereo not given)	.	3.5%

Continuation:
no.	SMILES	RmlCD inh 1536	M. tuberculosis GlmU
91	O=C(c1ccc(F)cc1F)N(Cc1ccccn1)Cc1ccco1	.	1.9%
92	Nc1nc(-c2ccccc2)c(-c2ccccc2)s1	.	-1.8%
93	COc1cc(/C=N/NC(=S)Nc2cccnc2)cc(OC)c1O	-9	-3.9%
94	O=C(Nc1cccc(F)c1)c1ccc(S(=O)(=O)N2CCCC2)cc1	.	-4.1%
95	CCOC(=O)CS(=O)(=O)c1nc(-c2ccc(F)cc2)cc(C(F)(F)F)n1	.	-3.9%
96	CCOC(=O)c1c(C)[nH]c(C(=O)COC(=O)C23CC4CC(CC(Cl)(C4)C2)C3)c1C	.	-1.5%
97	NC(=O)NCc1cccnc1	-2	-0.8%
98	Cc1cccc(-n2c(O)c(C=NCCCN3CCOCC3)c(=O)[nH]c2=O)c1C	-4	-3.8%
99	O=C(Cc1ccc(Cl)cc1)Nc1cccc(S(=O)(=O)Nc2ccccc2F)c1	-1	-2.4%
100	Cc1ccc(S(=O)(=O)N/N=C/c2ccc(O)c(O)c2)cc1[N+](=O)[O-]	1	2.3%
101	CN(c1ccc(C(=O)NCC2CCCO2)cc1)S(C)(=O)=O (stereo not given)	-15	5.4%
102	Cc1cc(C(=O)Nc2ncn[nH]2)ccc1[N+](=O)[O-]	-1	2.0%
103	CCOc1nc(NC(=O)NS(=O)(=O)Oc2ccccc2Cl)nc(-c2ccccc2)n1	7	1.7%
104	Cc1nn(CC2CC2)c(=O)n1-c1ccc(Cl)cc1	-14	1.9%
105	Nc1ccc(Oc2ccc3nc(-c4ccccc4)c(-c4ccccc4)nc3c2)cc1	5	0.5%
106	COc1ccc(N2CCN(C(=O)c3ccc(C)cc3Cl)CC2)cc1	.	-1.8%
107	CCCc1cc(C(=O)NCCc2ccccc2)no1	.	7.2%
108	C/C(=N\O)c1ccc(Cl)cc1Cl	11	6.9%
109	CCNC(=O)/C(=C/c1ccc2c(c1)OCO2)NC(=O)c1ccc(Br)cc1	14	-1.9%
110	Oc1ccc(/C=N/NC(=S)NCCN2CCOCC2)c(O)c1	-12	-3.9%
111	CCC1(C)Cc2c(sc3nc(SC)[nH]c(=O)c23)CO1 (stereo not given)	.	1.5%
112	Cc1nc2cc(-c3cccc(F)c3)nn2c(C)c1CCC(=O)NC(C)CCc1ccco1 (stereo not given)	-6	7.3%
113	CCCc1cc(C(=O)OC)c(NC(=O)OCC)s1	-9	-0.5%
